# CatB inh: human cathepsin B inhibitors, primary screen, biochemical, fluorogenic substrate; purified cathepsin B, fluorescence; hit rate 0.1% among 63,000; inhibition, %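 (tested at 10 µM)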; P07858; AID 453, 2006; in the data active = inhibition above about 21%;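 note: 0% = enzyme with no compound and 100% = no enzyme blank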
# CatS inh: inhibitors of human cathepsin S, biochemical, compound mixtures. P25774. hit rate 0.06% among 62,000. inhibition, %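 (tested at 5 µM per compound within 10-compound mixtures)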. recombinant cathepsin S, AMC dipeptide fluorescence, pooled mixtures; in the data active = inhibition above about 32%, passing the limit was not always enough;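 note: 0% = enzyme without compound and 100% = blank without enzyme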
# RORA act: activators of orphan receptor RORA, primary screen, cell-based, luminescence | Nuclear receptor ROR-alpha (Homo sapiens), P35398 | CHO-K1 Gal4-RORA LBD luciferase reporter; percent increase over mock-subtracted basal signal | AID 560, 2006 | activation, % at 10 µM | hit rate 1.5% among 65,000;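 active = activation above the mean of all tested compounds plus 3 SD, cut at about 49% in these data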;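 note: 0% = DMSO-treated RORA cells and 100% = added signal equal to DMSO minus mock-transfected cells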
# AP ELISA ortho: alternative complement pathway inhibitors, primary screen, biochemical, ELISA, human serum, orthogonally pooled compounds | hit rate 0.08% among 62,000 | LPS-coated ELISA, C3 deposition; tested in compound mixtures | inhibition, % at 5 µM;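 active = inhibition above 30% in each of the two pooled mixtures holding the compound, so the lower value exceeds 30%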;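 note: 0% = serum in Mg-EGTA without compound and 100% = EDTA serum blank; some compounds past the cut are filed as inactive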
#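 Test system: human serum complement alternative pathway, C3 deposition onto LPS / Medium: Mg2+-EGTA GVB++ buffer containing human serum at 1:15 dilution / Probe or stimulus: Plate-bound LPS / Times: 1 h at 37 °C / Signal: ELISA with HRP anti-human C3 antibody, TMB substrate, absorbance 450 nm / Measure: percent inhibition / Repeats: two pool placements per compound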
# ROCK2 inh: inhibitors of human ROCK2 kinase, primary screen, biochemical, high-throughput, luminescence. purified ROCK2, Kinase-Glo ATP depletion luminescence. hit rate 0.35% among 60,000. inhibition, % at 6 µM;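 active = inhibition above the screen-wide mean inhibition plus 3 SD, cut at about 18% in these data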;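 note: plate controls were DMSO wells for no effect and Y-27632 control wells after no-enzyme background subtraction for full effect; many of its hits are not listed in these tables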
# PKA inh: inhibitors of human PKA kinase activity, primary screen, biochemical, ATP-depletion luminescence, Kemptide substrate | hit rate 0.1% among 65,000 | cAMP-dependent protein kinase catalytic subunit alpha (Homo sapiens), P17612 | inhibition, % at 6 µM | PKA Kemptide phosphorylation, Kinase-Glo ATP luminescence;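 active = inhibition above the screen-wide mean inhibition plus 3 SD, cut at about 21% in these data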; note: many of its hits are not listed in these tables
# E coli RNAP: E. coli RNAP inhibitors, biochemical. DNA-directed RNA polymerase subunit beta (Escherichia coli (strain K12)), P0A8V2. hit rate 0.2% among 62,000. inhibition, %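 (tested at 10 µM)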. E. coli RNA polymerase, fluorescence transcription assay. AID 559, 2006; in the data active = inhibition above about 20%;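 note: 0% = enzyme without compound and 100% = no enzyme blank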
# Target sequence (P0A8V2 whole entry, looked up): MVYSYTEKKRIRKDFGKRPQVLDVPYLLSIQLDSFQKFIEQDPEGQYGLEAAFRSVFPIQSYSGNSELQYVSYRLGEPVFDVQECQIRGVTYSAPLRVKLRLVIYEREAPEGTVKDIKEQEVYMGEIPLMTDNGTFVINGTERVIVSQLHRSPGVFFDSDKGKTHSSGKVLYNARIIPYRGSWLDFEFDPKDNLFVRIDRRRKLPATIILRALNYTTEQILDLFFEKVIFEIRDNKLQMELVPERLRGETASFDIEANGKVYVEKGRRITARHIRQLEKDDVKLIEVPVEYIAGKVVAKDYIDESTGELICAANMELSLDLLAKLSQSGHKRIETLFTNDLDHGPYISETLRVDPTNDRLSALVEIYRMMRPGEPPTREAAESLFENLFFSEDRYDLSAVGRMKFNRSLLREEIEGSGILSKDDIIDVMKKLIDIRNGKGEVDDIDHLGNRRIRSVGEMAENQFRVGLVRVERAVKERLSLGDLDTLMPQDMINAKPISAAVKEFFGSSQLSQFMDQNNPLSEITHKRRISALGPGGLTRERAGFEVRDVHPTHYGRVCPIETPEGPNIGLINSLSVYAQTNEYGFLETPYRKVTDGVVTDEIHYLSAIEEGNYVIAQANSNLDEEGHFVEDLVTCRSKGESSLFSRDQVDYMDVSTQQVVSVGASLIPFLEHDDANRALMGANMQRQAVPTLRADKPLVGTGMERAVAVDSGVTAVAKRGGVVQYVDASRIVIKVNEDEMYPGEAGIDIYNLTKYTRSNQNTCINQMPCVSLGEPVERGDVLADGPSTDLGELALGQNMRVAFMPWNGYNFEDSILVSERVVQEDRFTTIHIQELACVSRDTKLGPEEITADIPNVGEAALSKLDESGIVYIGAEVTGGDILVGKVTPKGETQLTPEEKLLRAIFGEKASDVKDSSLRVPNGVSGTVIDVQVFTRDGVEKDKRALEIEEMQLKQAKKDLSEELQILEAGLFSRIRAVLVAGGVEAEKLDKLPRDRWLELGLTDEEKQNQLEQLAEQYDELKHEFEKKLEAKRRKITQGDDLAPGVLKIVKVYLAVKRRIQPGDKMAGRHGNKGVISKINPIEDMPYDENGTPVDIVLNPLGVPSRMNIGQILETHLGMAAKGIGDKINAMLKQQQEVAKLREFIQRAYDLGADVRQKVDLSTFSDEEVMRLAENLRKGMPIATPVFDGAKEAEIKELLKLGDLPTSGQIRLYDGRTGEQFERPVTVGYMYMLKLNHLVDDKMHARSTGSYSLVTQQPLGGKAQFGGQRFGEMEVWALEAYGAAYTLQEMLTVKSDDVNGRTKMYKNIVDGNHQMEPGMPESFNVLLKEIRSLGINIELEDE
# JNK3 inh: JNK3 kinase activity inhibitors, primary screen, biochemical, human, purified enzyme; Mitogen-activated protein kinase 10 (Homo sapiens), P53779; HTS; inhibition, % at 8 µM; hit rate 0.61% among 60,000; AID 746, 2007; in the data active = inhibition above about 17%;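 note: 0% = DMSO and 100% = reference inhibitor; many of its hits are not listed in these tables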
# CatB mix inh: cathepsin B inhibitors from pooled compounds, primary screen, biochemical, compound mixtures, AMC fluorescence; P07858; Purified cathepsin B, AMC dipeptide fluorescence; AID 488, 2006; inhibition, %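 (ten-compound pools at 5 µM per compound and 50 µM total)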; hit rate 0.06% among 62,000; in the data active = inhibition above about 22%, passing the limit was not always enough;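 note: 0% = enzyme without compound and 100% = no enzyme blank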
# * marks the source's active call; other numbers are inactive results; . = not tested or not shown. A portion of the library (hit frequency here may not be typical).
SMILES,CatB inh,CatS inh,RORA act,AP ELISA ortho,ROCK2 inh,PKA inh,E coli RNAP,JNK3 inh,CatB mix inh
CCOC(=O)C1CCCN(c2ncnc3c2oc2ccccc23)C1 (stereo not given),9,20,21,-3,-2,5,0,-6,-1
O=C(COc1c(F)c(F)cc(F)c1F)NC(=O)NC1CCCC1,1,-2,22,11,4,12,2,-1,3
NC(=O)c1oc2ccc(Cl)cc2c1N,-1,3,-5,1,13,9,4,5,1
CCOC(=O)c1cnc(SCC(=O)N2CCN(C(=O)c3ccco3)CC2)nc1N,0,-7,-14,9,3,2,6,1,-8
Fc1cccc2sc(N3CCCCC3)nc12,2,-3,33,8,5,11,7,7,1
COc1cccc(Nc2nc(-c3sc(N)nc3C)cs2)c1,4,19,27,4,0,-4,9,8,7
O=C(NC1CCCCC1)c1ccc(S(=O)(=O)N2CCCCC2)cc1,9,11,-3,-18,6,2,-1,4,4
CCOc1ccc2[nH]c(=O)c(CN(CC3COCCO3)C(=O)C3CC3)cc2c1 (stereo not given),-3,-2,4,7,.,-3,-8,.,0
CC1(C)Cc2c(C#N)c(NCCCO)nc(-c3ccccc3)c2CO1,0,6,28,-3,-6,8,2,3,-7
N#CC12C(N)=NC3(OCCO3)C1(C#N)C1=C(CCC1)NC2c1ccccc1 (stereo not given),0,3,10,2,-4,1,4,3,38
COc1ccc(N2CCN(c3nc(NC(C)(C)C)nc(N4CCCCC4)n3)CC2)cc1,5,-7,-13,1,-1,7,1,1,-3
Cc1cccc(-n2ncc3c(NC4CCCCC4)ncnc32)c1,0,2,12,16,-2,-6,-4,6,12
COc1cccc(-c2nc(NCC3CCCO3)c3ccccc3n2)c1O (stereo not given),-3,.,8,.,4,2,6,-2,.
CCO/C(C)=C1\C(=O)N(CC)c2ccccc21,1,11,9,6,5,11,9,6,2
COc1ccccc1NC(=O)C1CCCN1C(=O)NCc1ccccc1 (stereo not given),3,-3,-20,5,1,0,6,2,-6
COc1ccc(S(=O)(=O)N(Cc2cc3ccc(OC)cc3[nH]c2=O)CC2COCCO2)cc1 (stereo not given),2,-12,39,9,-6,-1,-70,2,-5
O=C(CCNS(=O)(=O)c1cccs1)N1CCCCCC1,2,-5,32,11,2,6,3,4,0
CCC(=O)N1CCc2cc(Br)cc(S(=O)(=O)N3CCN(C(=O)c4ccco4)CC3)c21,-5,-24,12,22,.,14,5,.,-4
O=C(Cc1c[nH]c2ccccc12)Nc1nc2ccccc2[nH]1,3,7,1,6,12,9,4,12,-7
CCOc1ccc2[nH]c(=O)c(CN(CCO)C(=O)c3ccccc3F)cc2c1,-3,-3,-12,6,8,3,4,5,4
COc1cc(C2N(c3ccc(Cl)c(Cl)c3)C(=O)C3CCCN32)cc(OC)c1OC (stereo not given),7,-7,-13,6,6,6,3,0,0
O=C(O)c1ccc(N2C(=O)CC(Cc3ccccc3)C2=O)cc1 (stereo not given),3,-4,0,9,.,10,1,.,1
[O-]/[N+](=C\c1ccncc1)c1ccc(Br)cc1,2,4,.,2,.,.,2,.,-4
Cc1nn(C)c(C)c1S(=O)(=O)NC1CCCC1,2,-3,-10,8,3,9,4,2,2
Cc1cc(C)cc(NC(=O)C2CCN(S(=O)(=O)c3c(C)n[nH]c3C)CC2)c1,1,-16,-16,7,-2,0,-4,-1,1
Cc1ccc(-c2ccc(=O)n(CC(=O)NCCCN3CCCCC3)n2)cc1,4,-3,-1,15,4,6,5,6,3
Cc1cccc(NC(=O)CN(C)S(=O)(=O)c2cnc[nH]2)c1,-1,0,18,7,0,-3,0,-2,0
O=C(Nc1ccc2c(c1)OCO2)C1CCN(C(=O)CSc2ncnc3ccccc23)CC1,0,8,11,10,.,-2,-3,.,0
C=CCN=C1SCC(=O)N1S(=O)(=O)c1ccccc1,4,13,3,-6,-1,3,12,9,1
CS(=O)(=O)N(CCc1ccccc1)CC(N)=O,1,4,-15,-2,10,10,-2,8,-4

# Among those listed so far, 4 have a furan ring, fused or not.
SMILES,CatB inh,CatS inh,RORA act,AP ELISA ortho,ROCK2 inh,PKA inh,E coli RNAP,JNK3 inh,CatB mix inh
CCOC(=O)C1CCCN(c2ncnc3c2oc2ccccc23)C1 (stereo not given),9,20,21,-3,-2,5,0,-6,-1
NC(=O)c1oc2ccc(Cl)cc2c1N,-1,3,-5,1,13,9,4,5,1
CCOC(=O)c1cnc(SCC(=O)N2CCN(C(=O)c3ccco3)CC2)nc1N,0,-7,-14,9,3,2,6,1,-8
CCC(=O)N1CCc2cc(Br)cc(S(=O)(=O)N3CCN(C(=O)c4ccco4)CC3)c21,-5,-24,12,22,.,14,5,.,-4

# The list goes on.
SMILES,CatB inh,CatS inh,RORA act,AP ELISA ortho,ROCK2 inh,PKA inh,E coli RNAP,JNK3 inh,CatB mix inh
CCn1c(CNc2ccc(OC)cc2)nnc1SCC(=O)N1CCCc2ccccc21,-5,-6,-8,17,6,15,-1,-5,-3
O=C(CCCCCn1c(=O)[nH]c2ccccc2c1=O)N1CCN(Cc2ccc3c(c2)OCO3)CC1,2,-1,-20,12,6,10,2,15,1
C=CCSC1=C(C#N)C(c2ccc(C(C)C)cc2)CC(=O)N1 (stereo not given),0,2,15,14,3,3,-1,-5,2
Cc1ccccc1S(=O)(=O)Cc1ccc(C(=O)NCCN2CCN(Cc3ccccc3)CC2)o1,2,2,-11,17,4,7,5,-6,1
CCOCCOc1nc2c(c(=O)n(C)c(=O)n2C)n1Cc1ccc(C)cc1,-4,1,0,-15,-6,1,-10,-2,1
Cc1ccc(-c2nnn(CC(=O)Nc3ccccc3N3CCOCC3)n2)cc1,4,2,11,-15,4,8,7,1,1
O=C(OCc1nc2ccccc2s1)c1cccs1,-1,2,53*,-1,-2,0,6,-1,-4
O=C(Nc1nc2ccc(S(=O)(=O)N3CCCCC3)cc2s1)C1CCCO1 (stereo not given),3,-4,16,13,7,13,6,3,2
COc1ccc(CCNS(=O)(=O)c2cccc(C(=O)O)c2)cc1OC,5,17,7,6,0,0,7,0,1
CCc1ccccc1NC(=O)c1ccoc1C,-1,-11,4,11,2,6,6,-7,5
O=C(Oc1cccc(-n2cnnn2)c1)C1CCCCC1,-1,-4,-8,6,6,11,0,-7,-3
CCN(CC)CC(=O)Nc1ccc(-c2nc3cc(NC(=O)CN(CC)CC)ccc3o2)cc1,-4,-10,-14,-8,2,3,1,1,-8
Cc1ccc(S(=O)(=O)Nc2ccc3c(c2)nc2n3CCN(Cc3ccccc3)C2)cc1,2,-3,-4,9,8,10,5,-4,-4
CC1(C)C2CCC1(CS(=O)(=O)NCc1ccc(C(=O)O)cc1)C(=O)C2 (stereo not given),-3,-2,-12,14,2,3,-11,0,-1
CC(C)(Oc1ccc(Cl)cc1)C(=O)Nc1cccnc1,6,9,22,-7,5,7,9,0,3
O=C(c1ccc(F)cc1)N1CCC(N2CCCCCC2)CC1,0,.,-13,.,-1,-2,6,-7,.
O=C(CCCN1C(=O)c2ccccc2C1=O)Nc1ccc(Br)cn1,7,11,12,2,4,9,5,3,1
CCOC(=O)C(C(C)=O)=C1SC2CS(=O)(=O)CC2S1 (stereo not given),4,1,-3,18,4,15,-1,2,1
COc1cc(C2C3C(=O)N(Cc4ccccc4)C(=O)C3ON2c2ccccc2)cc(OC)c1O (stereo not given),5,14,7,4,-3,-4,7,-1,-1
CC1=Nn2c(nnc2-c2ccccc2F)SC1,0,-9,-16,5,5,6,4,10,-5
Cc1cc(C)cc(N(CCC#N)C(=O)CSc2nc3nc(C)cc(C)n3n2)c1,7,22,-1,-3,-2,6,7,-7,8
CCC(C)(C)n1nnnc1CN(Cc1cc2cc(OC)ccc2[nH]c1=O)C1CCCC1,3,-1,0,9,4,10,7,5,-7
CC1(C)C(=O)C2(C(=O)NCc3ccccc3)CCC1C2 (stereo not given),-1,20,-6,1,4,1,10,-1,10
CC1Oc2ccccc2N(CC(=O)Nc2ccc3c(c2)OCCO3)C1=O (stereo not given),0,11,15,2,1,0,9,-8,5
CCCSc1nc2c(cnn2-c2ccc(Cl)cc2)c(=O)[nH]1,-2,-8,-7,17,2,8,4,6,4
CN1Cc2cc(C(=O)c3cc(Cl)cc(CSc4ncccn4)c3O)cnc2NC1=O,3,0,-26,18,5,8,4,2,3
COc1cc2c(cc1OC)C(c1ccncc1)CC(=O)N2 (stereo not given),0,-3,1,10,10,11,6,3,-6
COc1ccc(C(=O)n2nc(-c3ccccc3)nc2N)cc1OC,-3,4,-14,21,12,6,5,49*,4
COc1nnc(-c2ccc(N3CCOCC3)c(NC(C)=O)c2)c2ccccc12,2,3,-27,4,7,8,2,1,-2
C/C(=N\O)C(=O)NCc1ccccn1,0,5,-18,-13,0,4,-15,2,4
COC(=O)C1CCN(C(=O)COC(=O)Cn2cnnn2)CC1,6,6,-1,-7,4,3,12,3,3
Cc1nnc(Nc2ccc3c(c2)OCO3)c2ccccc12,4,9,25,6,2,-4,10,-11,4
CC(=O)c1cccc(NC(=O)CCNS(=O)(=O)c2cccc3nsnc23)c1,3,3,-12,14,.,10,9,.,-7
COc1ccc(NC(=O)C(C)NS(=O)(=O)c2ccccc2)cc1Cl (stereo not given),3,-2,-13,-4,8,13,6,-1,2
CCOc1ccc(-n2c(-c3ccco3)n[nH]c2=S)cc1,2,-1,-7,-10,-2,13,-4,6,4
COc1ccc(C(C)=O)cc1CN1C(=O)C(C)N(c2ccc(C)cc2)C1=O (stereo not given),-2,1,-23,-9,.,-1,8,.,-4
CSc1ccc(C(=S)N2CCN(CCO)CC2)cc1,-1,-5,5,7,7,10,8,4,-5
CCOC(=O)C1CCN(C(=O)c2ccccc2N(C)S(C)(=O)=O)CC1,3,-9,-11,16,5,9,3,-8,1
CC(=O)C1C(c2ccccc2OC(F)F)NC(=O)NC1(O)C(F)(F)F (stereo not given),0,7,-38,8,-1,-5,11,-7,5
CC(C)COc1ccc(C(=O)OC2CC(C)(C)OCC2CN(C)C)cc1 (stereo not given),2,8,11,-6,-1,7,-3,-3,-5
CN1CCN(c2ccccc2NC(=O)c2cccc(OCc3ccccc3)c2)CC1,4,3,11,14,12,6,4,3,-5
CCOCCc1nnc(NC(=O)c2cccs2)s1,3,-7,-2,24,-11,-4,7,9,9
COC(=O)c1ccc(OCCn2cnc3ccccc3c2=O)cc1,1,-7,31,33,1,3,0,15,1
O=C(C1CCN(S(=O)(=O)N2CCC3(CC2)OCCO3)CC1)N1CCN(Cc2ccccc2)CC1,2,4,3,2,-4,3,6,2,6
COc1ccc(C2C(C(=O)Nc3cccc(C)n3)c3ccccc3C(=O)N2C)cc1 (stereo not given),5,0,25,7,.,4,7,.,2
O=C(O)CSc1nnc(-c2ccccc2)o1,11,5,-14,2,4,4,4,8,-1
Cc1cc(N2CCC(C)CC2)nc2ccc(N3C(=O)CCC3=O)cc12,-1,7,14,0,9,11,1,3,-1
O=C(NCc1ccccc1)c1cc(-c2cccs2)on1,1,0,-4,8,1,-3,-4,3,1
N#Cc1ccc(CSc2nnc(NC(=O)CN3C(=O)C4CC=CCC4C3=O)s2)cc1 (stereo not given),-3,-9,5,19,6,16,3,-3,3
CC1CCc2nn(CC(=O)NCCN3CCCCC3C)cc2C1 (stereo not given),1,-1,-18,22,7,3,-3,1,2

# Compound activity as filed in PubChem BioAssay.
